Hsp70 inhibitors – small molecules displacing fluorescent ligand from Hsp70 – biochemical, fluorescence polarization, primary screen (AID 583) | Hsp70 fluorescence polarization probe displacement, mP; higher % means a stronger effect | 140,000 tested, 0.06% active | one-dose displacement, % at 20 µM; IC50 in µM for titrated hits; in the data active means displacement above about 50%;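 further: plate controls were vehicle for no effect and reference ligand for full effect; a part of the inactive calls stands beside numbers as strong as those of hits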
Rat MKP-3 inhibitors – MKP-3 phosphatase inhibitors, primary screen, biochemical, rat enzyme, in vitro (AID 425). recombinant MKP-3 phosphatase activity, fluorescence; higher % means a stronger effect. one-dose inhibition, % at 20 µM; IC50 in µM for titrated hits. 110,000 tested, 0.17% active; in the data active means inhibition above about 50%;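 further: plate controls were vehicle for no effect and reference inhibitor for full effect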
Starred values were filed as active, the others as inactive; nt = no result given; & = joins results of further samples. Not all compounds are listed; count on the stated rates, not on these rows.

SMILES | Hsp70 inhibitors | Rat MKP-3 inhibitors
Oc1ccc(Br)cc1CN1CCN(Cc2ccc(Cl)cc2)CC1 | 4.2% | 1.0%
CC(=O)N1CN2CN(C(C)=O)CC(C(=O)c3ccccc3)(C2)C1 | 1.2% | 0.2%
CCN(CC)c1ccc(N=Cc2c(O)n(Cc3ccccc3)c(=O)[nH]c2=O)cc1 | 10.6% | nt
O=C1Nc2ccccc2/C1=C/c1nc2ccc(I)cc2c(=O)n1-c1ccccc1 | -0.5% | 0.7%
CC(=O)c1ccc(N2CCN(C)CC2)c(F)c1 | -4.8% | 1.3%
O=c1cccc2n1CC1CC2CN(S(=O)(=O)c2ccccc2)C1 (centres undefined) | -4.4% | nt
C[C@H]1CCC[C@H](O)CCCCCc2cc(O)cc(O)c2C(=O)O1 | 2.7% | -6.8%
CC(C)=CCSc1nnc([C@@H](N)Cc2c[nH]c3ccccc23)o1 | -3.1% | -11.1%
Fc1ccc2c(c1)nnn2C1CCN(Cc2nnnn2CCc2ccccc2)CC1 | -4.6% | 2.6%
COc1ccc2c(c1OC)C(=O)OC2c1c(O)n(C2CCCCC2)c(=O)[nH]c1=O (centres undefined) | 2.0% | -2.7%
N#Cc1c(/N=C/c2c[nH]c3ccccc23)sc2c1CCCC2 | -0.3% | 1.8%
CN1CCC2(CC1)NC(=O)C1=C(CN(C)CC1)N2 | -0.9% | -6.0%

Record cards, from the list above. Order of values: Hsp70 inhibitors | Rat MKP-3 inhibitors
Results for CC(C)=CCSc1nnc([C@@H](N)Cc2c[nH]c3ccccc23)o1 → -3.1% | -11.1%
Results for O=c1cccc2n1CC1CC2CN(S(=O)(=O)c2ccccc2)C1 (centres undefined) → -4.4% | nt
Results for CC(=O)c1ccc(N2CCN(C)CC2)c(F)c1 → -4.8% | 1.3%
Results for CC(=O)N1CN2CN(C(C)=O)CC(C(=O)c3ccccc3)(C2)C1 → 1.2% | 0.2%
Results for Fc1ccc2c(c1)nnn2C1CCN(Cc2nnnn2CCc2ccccc2)CC1 → -4.6% | 2.6%

(further entries)
SMILES | Hsp70 inhibitors | Rat MKP-3 inhibitors
COc1ccc(N2C(=O)NC(=O)/C(=C/c3ccc(-c4cccc(Cl)c4)o3)C2=O)cc1 | 1.1% | -0.4%
Cc1c2cnn(CC(=O)N3CCC4(CC3)OCCO4)c(=O)c2c(C)n1Cc1ccc(F)cc1 | nt | -8.8%
COc1ccc(Br)cc1CN1CCN(C(=O)COc2ccccc2)CC1 | 3.7% | 4.3%
CC1(C)CC(n2[nH]c(=O)c3c2NC(=O)CSC3c2ccccc2)CCO1 (centres undefined) | -5.3% | -9.1%
CN(C)c1nc(OCCNC(=O)COc2ccc(Cl)cc2Cl)nc(N2CCCCC2)n1 | -0.5% | -6.3%
O=C1c2ccccc2NC(c2ccccc2F)N1c1ccccc1 (centres undefined) | 4.5% | -0.4%
Cc1cc(OCC(=O)Nc2c(C)n(C)n(-c3ccccc3)c2=O)c2c3c(c(=O)oc2c1)CCC3 | -2.4% | -8.0%
CCOc1ccc(-n2c(CC)nc3ccccc3c2=O)cc1 | nt | -7.0%
CN(C)c1ccc(/C=C2\CC3C4CC=C5CC(O)CCC5(C)C4CCC3(C)C2=O)cc1 (centres undefined) | 0.5% | 0.0%
COc1ccc(OCC(=O)Nc2ccc(Br)cc2C(=O)c2ccccc2)cc1 | -2.0% | 1.3%
O=C(Cc1ccccc1)N1CCN(Cc2ccccc2)CC1 | -3.5% | -0.6%
c1ccc(CCN2CCC(N3CCN(c4ccccc4)CC3)CC2)cc1 | -3.6% | -6.0%
O=P(/C(=N/O)N1CCCCC1)(N1CCOCC1)N1CCOCC1 | -2.2% | -1.7%
COc1ccccc1N1CCN(Cc2ccccc2Cl)CC1 | nt | -6.9%
O=C1CC(=O)N(c2ccc(Cl)cc2)C(=O)N1 | 2.4% | 0.7%
CCCCCC1(C)NCCN2C(=O)CSC21 (centres undefined) | 1.0% | 4.2%
O=C(c1ccc(CS(=O)(=O)c2ccc(Br)cc2)o1)N1CCC2(CC1)OCCO2 | 1.6% | -5.9%
CCC(=Nc1ccc2c(c1)CCC2)c1c(O)n(C)c(=O)n(C)c1=O | -1.0% | -1.2%
CCC(=O)c1ccc(N2CCNCC2)c(F)c1 | -4.0% | 2.4%
O=C1CSC2(CN3CCC2CC3)N1 (centres undefined) | 1.7% | nt
Cc1ccccc1NC1=NCC(C)S1 (centres undefined) | -3.7% | -17.7%&0.6%
COC(=O)CCCNC(=O)CN1CC(c2ccccc2)CC1=O (centres undefined) | 5.7% | -1.1%
COC1CCCCC1NCCc1ccc(Cl)cc1Cl (centres undefined) | 4.1% | -0.9%
O=c1[nH]c(=S)n(Cc2ccc(F)cc2)c(O)c1C=NCC1CCCO1 (centres undefined) | 8.9% | nt
COc1ccc2c(CCN)c[nH]c2c1 | -1.0% | nt
O=C(COc1ccc2ccccc2c1)N1CCN(Cc2ccc(Br)cc2)CC1 | 0.4% | 2.8%
CN1C(=O)NC(=O)/C(=C\c2cc3c(cc2Cl)OCO3)C1=O | 2.8% | -0.8%
O=C(c1c[nH]cc1-c1ccccc1)c1cccc2ccccc12 | 8.5% | nt
CC(=O)Nc1ccc2c(c1)CC1(C(=O)N(C)C(=O)N(C)C1=O)C1CCCN21 (centres undefined) | -3.2% | 7.1%
CCOC(=O)C(NC(C)=O)C(OC(C)=O)c1cccc(N(CCCl)CCCl)c1 (centres undefined) | 3.4% | nt
CCCC1C(C#N)=C(N)Oc2c1c(=O)oc1ccccc21 (centres undefined) | 5.9% | nt
O/N=C/c1c[nH]c2ccccc12 | -1.2% | -7.4%
COc1ccccc1N1CCN(C(=O)C(O)(c2ccccc2)c2ccccc2)CC1 | -4.7% | 1.9%
CCCCCn1c(=O)c(C(=O)Nc2cccc(C)c2)c(O)c2ccccc21 | 1.6% | 0.8%
O=C1C2CCCN2C(c2cccnc2)N1c1ccc(Cl)c(Cl)c1 (centres undefined) | -3.9% | 1.3%
O=C(Cc1ccccc1)N1CCN(CC2CC=CCC2)CC1 (centres undefined) | 6.9% | -1.6%
Cc1ccc(C(=O)Nc2ccc(N/C(N)=N/[N+](=O)[O-])cc2)cc1 | 4.0% | -4.1%
CCOC(=O)CN1C(=O)C2(C(C#N)=C(N)Oc3ccccc32)C(C(=O)OC)=C1C (centres undefined) | nt | -2.7%
CCCCN1C(=O)NC(=O)C2(Cc3c(nc4c(C)cccn4c3=O)N3CCc4ccccc4C32)C1=O (centres undefined) | -3.2% | -5.3%
c1cncc(C2CC(c3cccs3)n3ncnc3N2)c1 (centres undefined) | 5.5% | 0.7%
CN(C)C1(c2nnnn2-c2ccc(Cl)cc2)CCCCC1 | -1.5% | -7.6%
CN(C)c1ccc(C(=O)c2ccc(N(C)C)cc2)cc1 | 0.6% | nt
Cc1ccc(C2(O)CC(C)N(C)CC2C)cc1 (centres undefined) | 0.9% | -5.2%
O=C(CN1CC=C(c2ccccc2)CC1)NC(=O)NCc1ccco1 | 3.8% | -1.2%
CC1=NOC2(C)Nc3ncnn3C(c3ccccc3)C12 (centres undefined) | 2.7% | -0.4%
COc1ccc(CCNC2CCCCC2OC)cc1 (centres undefined) | 2.4% | -0.1%
CC1(C)CN=C(Nc2nc3ccccc3s2)S1 | 1.7% | -3.1%
Cn1c(O)c(C=NCCCNC2CCCCC2)c(=O)n(C)c1=O | -1.1% | 1.2%
Cc1ccc2c(c1)C1CN(C)CCC1N2C(=O)Nc1cccc(Cl)c1 (centres undefined) | -3.1% | nt
COc1ccc(N2C(=O)CC(=O)NC2=S)cc1 | -1.5% | 0.7%
CCc1ccc(N2C(=O)NC(=O)/C(=C/C=C/c3ccco3)C2=O)cc1 | -13.7% | 9.9%
Cc1ccc(C)c(NC2=NCCCS2)c1 | -3.2% | 1.4%
Cc1ccc(C(=O)C(C)(C)NO)cc1 | -0.5% | 0.1%
Cc1ccc2nc(N3CCN(C)CC3)[nH]c2c1 | -4.9% | -5.7%
O=C(c1ccc2c(c1)ncn2C1CCCCC1)N1CCC2(CC1)OCCO2 | 4.4% | 0.4%
CC12CCCCC1=[N+]([O-])CN2O (centres undefined) | 6.0% | -12.5%
COc1ccc(C2NCc3ccc4c(c3-n3cccc32)OCO4)cc1O (centres undefined) | 3.5% | -7.6%
CCCCCCn1c(O)c(C=NC2CCN(Cc3ccccc3)CC2)c(=O)[nH]c1=O | -3.8% | -0.8%
CCCCn1c(N)c(C(=O)OCC)c2nc3ccccc3nc21 | 3.2% | -2.4%
CNC(=O)N(C)c1nnc(C(C)(C)C)s1 | 5.8% | -4.5%

Remaining list, next part:
SMILES | Hsp70 inhibitors | Rat MKP-3 inhibitors
CCCCOCCCn1c(N)c(C(=O)OCCOC)c2nc3ccccc3nc21 | -6.3% | 6.1%
O=C1NC(=S)N(c2cccc(Cl)c2)C(=O)/C1=C/c1ccc(Cl)cc1 | -2.1% | -0.2%
Cn1c(O)c(C(=NCCN2CCCCC2)c2ccccc2Cl)c(=O)n(C)c1=O | -4.0% | -10.6%
C=CCn1c(O)c(C(C)=NCCN2CCOCC2)c(=O)[nH]c1=O | -2.8% | -16.4%
COC(=O)C(c1ccccc1)N1CCCCCC1 (centres undefined) | 2.1%&-0.6% | -1.9%&-1.2%
COc1ccc(C(=O)C(Cc2ccccc2)N(C)C)cc1 (centres undefined) | -2.5% | 1.9%
OC(c1ccc(F)cc1)C(c1ccccc1)N1CCOCC1 (centres undefined) | 0.0% | 2.6%
CCOC(=O)c1c(C)n(Cc2ccco2)c2c1cc(O)c1ccccc12 | 0.3% | nt
COc1ccc(C2=NCC(=O)N(CC(=O)NCc3ccco3)c3sc4c(c32)CCCC4)cc1 | 1.9% | 5.1%
Oc1c(Cl)cc(Cl)cc1CN1CCN(Cc2ccccc2)CC1 | 9.9% | -3.7%
COc1cc(C2SCC(=O)Nc3c2c(=O)[nH]n3C2CCCCCC2)cc(OC)c1OC (centres undefined) | 0.2% | -4.1%
O=C(Cc1ccccc1)NC(NC(=O)Cc1ccccc1)c1ccc(F)cc1 | -1.7% | 3.1%
CCCC(C)C1(CC)C(=O)NC(=Nc2ccc(F)cc2)NC1=O (centres undefined) | 3.2% | -4.2%
O=c1c2ccccc2nc(-c2ccco2)n1-c1cccnc1 | -3.3%&4.8% | 1.3%&-2.2%
CC(CO)(CO)N=Cc1c(O)n(-c2cccc3ccccc23)c(=O)[nH]c1=O | nt | -1.9%
O=C(ON1CC1(C(F)(F)F)C(F)(F)F)c1ccccc1 (centres undefined) | -3.0% | 1.8%
CCC(=NC1CC1)c1c(O)n(-c2ccc(OC)cc2)c(=O)[nH]c1=O | 0.6% | 0.2%
COc1ccc(C2NCc3ccc4c(c3-n3cccc32)OCO4)cc1OC (centres undefined) | -1.6% | -2.9%
COc1ccc(-n2c(-c3cccnc3)nc3ccccc3c2=O)cc1 | 2.9% | 0.9%
CCOc1cccc(CNC2CN3CCC2CC3)c1 (centres undefined) | 6.0% | nt
CCCc1ccc(OCCNc2ccc([N+](=O)[O-])c3cccnc23)cc1 | 1.7% | 1.8%
Cn1c(O)c(/C=C2\C=CC=N2)c(=O)[nH]c1=O | 5.3% | -0.9%
CC(=O)c1ccc(OC(=O)Cc2ccccc2)cc1 | 0.4% | -1.9%
COc1cc2c(C(=O)N3CCN(C)CC3)c(C)n(C)c2cc1Br | 1.8% | -6.5%

Three structures already listed, sorted by SMILES length, largest number first:
SMILES | Hsp70 inhibitors | Rat MKP-3 inhibitors
Cn1c(O)c(C=NCCCNC2CCCCC2)c(=O)n(C)c1=O | -1.1% | 1.2%
O=C(ON1CC1(C(F)(F)F)C(F)(F)F)c1ccccc1 (centres undefined) | -3.0% | 1.8%
Cc1ccc(C)c(NC2=NCCCS2)c1 | -3.2% | 1.4%

Entries listed so far with bromine, in the order listed:
SMILES | Hsp70 inhibitors | Rat MKP-3 inhibitors
Oc1ccc(Br)cc1CN1CCN(Cc2ccc(Cl)cc2)CC1 | 4.2% | 1.0%
COc1ccc(Br)cc1CN1CCN(C(=O)COc2ccccc2)CC1 | 3.7% | 4.3%
COc1ccc(OCC(=O)Nc2ccc(Br)cc2C(=O)c2ccccc2)cc1 | -2.0% | 1.3%
O=C(c1ccc(CS(=O)(=O)c2ccc(Br)cc2)o1)N1CCC2(CC1)OCCO2 | 1.6% | -5.9%
O=C(COc1ccc2ccccc2c1)N1CCN(Cc2ccc(Br)cc2)CC1 | 0.4% | 2.8%
COc1cc2c(C(=O)N3CCN(C)CC3)c(C)n(C)c2cc1Br | 1.8% | -6.5%

Remaining list, next part.
SMILES | Hsp70 inhibitors | Rat MKP-3 inhibitors
O=c1[nH]c(=O)n(Cc2ccco2)c(O)c1C=NCCCn1ccnc1 | -10.6% | -8.2%
COc1ccccc1/C=C1/C(=N/O)C2CCN1CC2 | 0.6% | -8.0%
Cc1cc(OCc2ccc([N+](=O)[O-])cc2)c2c3c(c(=O)oc2c1)CCCC3 | 5.7% | 1.8%
COc1ccc(/C=C/c2nc3ccccc3c(=O)n2-c2ccc(OC)cc2)cc1 | -2.3% | 4.3%

Screening results: PubChem, Sanford-Burnham Center for Chemical Genomics
